# Lipid storage S3: qHTS Assay for Lipid Storage Modulators in Drosophila S3 Cells; Drosophila S3 cells, BODIPY lipid droplet fluorescence, 18-24 h; cells fed with added oleic acid; lipid storage change, negative = inhibition, % at the top dose, mostly 46.1 µM; hits show Potency in µM; 0.64% of 320,000 active; AID 2685; active = well fitted inhibition curve with a large enough effect in the signal ratio, with a control signal flat, not every such curve was filed as active; inconclusive = small, poorly fitted or top-dose-only effect, or effect the other way, or a change in a side signal; the % refers to the signal ratio
#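 Drosophila S3 cells loaded with oleic acid (400 uM, as added) and compounds at several concentrations; lipid droplets imaged by 488-nm laser-scanning cytometry, 500–530 nm intensity and object ratio to cell channel. Percent activity normalized to 20 uM Triacsin C.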
# Lipid storage S3 cell count max: second read-out of Lipid storage S3, no call of its own (marks repeat the call); cell number change, %; measured here: cell count max response;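 cells counted by Cell Tracker Red CMTPX staining in the red channel; peak over a dose series mostly up to 46.1 µM; percent activity relative to internal control wells on each plate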
# * = called active by the depositor; i = inactive; ? = inconclusive; . = no result given; [ ] = another dose, or the depositor's remark. % is scaled to controls: 0 for no effect and ±100 for the full control effect; potency is read from the fitted curve at half-maximal effect.
# Screens in order – Lipid storage S3, Lipid storage S3 cell count max
> C=CCn1c(NC(C)c2cc(Cl)ccc2O)nc2ccccc21 (centres undefined)
 : ?, .
> Cc1nnc(SCC(=O)NNC(=O)c2ccco2)s1
 : ?, .
> CC1CC(C)CN(C(=O)c2cccc(S(=O)(=O)Nc3cc(C(F)(F)F)ccc3Cl)c2)C1 (centres undefined)
 : ?, .
> Cc1ccc2c(c1)c1n[nH]c(=S)nc1n2CCc1ccccc1
 : ?, .
> O=C(NC(=S)NCC1CCCO1)c1ccccc1 (centres undefined)
 : ?, .
> Cc1cc2ccccc2c(=O)n1CC(=O)N1CCN(c2cccc(Cl)c2)CC1
 : i, 23.8
> O=S(=O)(NC1CCCC1)c1ccc(S(=O)(=O)N(Cc2cccs2)CC2CCCO2)cc1 (centres undefined)
 : ?, .
> Clc1ccc2nc(COc3ccccc3)[nH]c2c1
 : ?, .
> COc1cccc(-c2sc3ccc(OC)cc3c2-c2cc(F)cc(OC)c2)c1
 : 20.7%, -9.4
> Cc1sc(NC(=O)CCCC(=O)O)c(C(N)=O)c1-c1ccccc1
 : ?, .
> O=C(CNS(=O)(=O)c1cccc2nsnc12)NCc1ccc(Cl)cc1
 : ?, .
> CCC(=O)N1CCc2cc(S(=O)(=O)CCC(=O)N3CCN(c4ccccc4)CC3)ccc21
 : -3.8%, 17.9
> Brc1cc2c(cc1/C=N/Nc1nc(N3CCCC3)nc(N3CCOCC3)n1)OCO2
 : -13.1%, -12.7
> Cc1cccc(Nc2c([N+](=O)[O-])c(=O)oc3ccccc23)c1
 : 4.0%, 2.4
> CC(C)NC(=O)Cn1cc(C(=O)COc2ccccc2)c2ccccc21
 : 16.4%, -22.3
> CCOC(=O)N1CCN(C(=O)CN(c2cc(Cl)ccc2OC)S(=O)(=O)c2ccccc2)CC1
 : ?, .
> COC(=O)c1cc(NC(=O)N2c3ccccc3Sc3ccccc32)cc(C(=O)OC)c1
 : -6.4%, 17.0
> Cc1ccc(NC(=O)COC(=O)c2c(C)nn(-c3ccccc3)c2C)cc1
 : i, 0.4
> O=C(CSc1nnc(-c2cccnc2)o1)Nc1cccc(F)c1
 : 6.4%, 6.5
> CCOCCCNC(=O)N1CCOCC1
 : ?, .
> O=C(O)CCC(=O)NNc1nc2ccccc2nc1-c1ccccc1
 : 14.0%, -7.9
> COc1ccccc1-n1c(SCC(=O)Nc2cccc(S(N)(=O)=O)c2)nc2ccccc2c1=O
 : -16.1%, -2.8
> COc1ccc(NC(=O)CCN2C(=O)C3C4C=CC(C4)C3C2=O)cc1 (centres undefined)
 : ?, .
> COc1cccc2c(O)cc(=O)n(C)c12
 : 10.8%, 5.2
> CCC(C)NC(=O)NC1C(NC(=O)NC(C)CC)N(C)C(=O)N1C (centres undefined)
 : ?, .
> Cc1ccc(S(=O)(=O)NCc2cccnc2)cc1C(=O)NC1CCCCC1
 : ?, .
> O=C(Nc1nn[nH]n1)c1ccc(S(=O)(=O)N2CCCCC2)cc1
 : ?, .
> Cc1cccn2c(=O)c3cc(C(=O)NCc4ccco4)c(=N)n(C(C)C)c3nc12
 : ?, .
> COc1cc(NS(C)(=O)=O)ccc1Nc1c2ccccc2nc2ccccc12
 : ?, .
> Cc1[nH]c2ccccc2c1C(=O)CSc1ccccc1
 : ?, .
> O=C(CN1CCC(c2nc3ccccc3s2)CC1)NCc1cccs1
 : i, -29.1
> NC(=O)c1cccc(CC(=O)c2ccccc2)c1
 : ?, .
> COc1ccc(C2C(C(C)=O)=C(C)Nc3ncnn32)c(OC)c1OC (centres undefined)
 : 12.2%, 16.1
> CCCCc1nc2cc(C(=O)N3CCC(O)CC3)ccc2o1
 : 1.0%, -2.0
> CC(CCc1ccccc1)NC(=O)c1ccncc1 (centres undefined)
 : -8.8%, 24.1
> CC1=NN(C(=O)CCCc2ccccc2)C(O)(C(F)(F)F)C1 (centres undefined)
 : 6.5%, -19.4
> CCOc1ccccc1C(=O)n1nc(C)cc1C
 : -14.2%, -20.1
> Cc1cc(C)nc(SCc2ccc(F)cc2)n1
 : -15.1%, -9.2
> CCN1CCN(Cc2ccc(NC(=O)c3ccc(C)c(NC(=O)c4csc(-c5ccncc5)n4)c3)cc2C(F)(F)F)CC1
 : ?, .
> COc1cccc(COC(=O)c2c(C)nn(-c3ccccc3)c2Cl)c1OC
 : ?, .
> O=C(CN(C(=O)c1csnn1)c1ccc(F)cc1)NCc1ccc(F)cc1
 : i, -13.8
> CC1(C)CC(=O)C(C(C#Cc2ccccc2)C2=C(O)CC(C)(C)CC2=O)=C(O)C1
 : -6.4%, -11.2
> COc1ccc(NC(=O)CN(C)S(=O)(=O)c2ccc(Cl)cc2)cn1
 : ?, .
> Cn1cc(C(=O)c2ccc(Cl)cc2Cl)cc1C=O
 : ?, .
> COc1ccc(S(=O)(=O)N2CCCC2C(=O)Nc2ccc(C(C)=O)cc2)cc1 (centres undefined)
 : 10.3%, -11.3
> COc1ccc(NC(=O)c2cc([N+](=O)[O-])ccc2N2CCCC2)cc1
 : 5.1%, 10.7
> O=c1[nH]c2ccc(Cl)cc2c(-c2ccccc2)c1SC(=S)N1CCCCC1
 : ?, .
> CC(C(=O)c1ccc(-c2ccccc2)cc1)[n+]1cccc(C(N)=O)c1 (centres undefined)
 : ?, .
> CNC(=O)COc1ncnc2scc(-c3ccc(F)cc3)c12
 : 5.1%, .
> CCOC(=O)CSc1nnc2n(C3CCCCC3)c(=O)c3c4c(sc3n12)CCCC4
 : ?, .
> N#Cc1ccc(CSc2nnc(NC(=O)CCc3nc4ccccc4c(=O)[nH]3)s2)cc1
 : 18.7%, .
> CCOC(=O)C(NC(=O)CC)(Nc1ccc(S(=O)(=O)Nc2cc(C)on2)cc1)C(F)(F)F (centres undefined)
 : ?, .
> CCCOC(=O)C(C)n1cnc2scc(-c3ccc(C)cc3)c2c1=O (centres undefined)
 : ?, .
> CN(C(=O)C(=O)c1cn(CC(=O)N2CCCC2)c2ccccc12)C1CCCCC1
 : ?, .
> O=C1CC(SC2=NCCS2)C(=O)N1c1ccc(Cl)cc1 (centres undefined)
 : 18.4%, 6.8
> COc1ccc(OCc2nnc(SCC(=O)NC3CC3)n2C)cc1
 : 16.1%, 16.2
> COc1ccc(N2C(=O)/C(=C\c3ccco3)N=C2SCC(=O)N(C(C)C)C(C)C)cc1Cl
 : ?, .
> OC1CCN(C(=S)NCCc2ccccc2)CC1
 : -27.6%, -1.2
> COc1cc(S(=O)(=O)N2CCCCC2)c(OC)cc1Br
 : 3.5%, 13.3
> O=C(N/N=C/c1ccc([N+](=O)[O-])s1)c1cccc(Br)c1
 : 2.0%, -22.4

# (list continues)
SMILES	Lipid storage S3	Lipid storage S3 cell count max
O=S(=O)(CC(c1ccccc1)N1CCCCC1)c1ccc(Cl)cc1 (centres undefined)	?	.
Nc1nnc(CSCc2ccc(Cl)cc2)s1	13.1%	9.1
O=C(NC(=S)Nc1ccc2c(c1)OCCO2)c1ccco1	6.1%	-0.1
C=CCn1c(O)c(N=NC(=S)Nc2ccccc2F)c2cc(S(=O)(=O)N3CCOCC3)ccc21	?	.
O=C(NCc1ccccc1Cl)C(=O)NCC1OCCCN1S(=O)(=O)c1cccs1 (centres undefined)	?	.
COc1ccccc1OC(C)C(=O)Nc1ccc(S(=O)(=O)N2CCN(C)CC2)cc1 (centres undefined)	?	.
CS(=O)(=O)Nc1ccccc1C(=O)O	i	4.3
CCc1ccccc1NC(=O)CN(C)C(=O)c1cc(C2CC2)nc2c1cnn2C(C)C	-0.8%	-8.1
CCN(CC)c1ccc(C(=O)NNC(=O)CCNC(=O)c2ccccc2)cc1	?	.
O=[N+]([O-])c1ccc(Cl)cc1N1CCCC1	-4.1%	0.8
N#Cc1c(NC(=O)CSc2nc3c(c(C(F)(F)F)n2)CCc2ccccc2-3)sc2c1CCCC2	i	.
COc1ccc(CNC(=O)C2CCN(S(=O)(=O)c3cccc4cccnc34)CC2)cc1	?	.
CN(C(=O)CSc1nnc2ccccn12)c1c(N)n(Cc2ccccc2)c(=O)[nH]c1=O	1.1%	3.0
CC1=NN(c2ccc(S(=O)(=O)O)cc2C)C(=O)C1	10.1%	6.1
CC(C)CN1CCC(=O)N(CCSc2ccccc2)CC1	?	.
CCCCN(C(=O)c1cc(-c2ccco2)nc2ccccc12)c1c(N)n(CCC)c(=O)[nH]c1=O	?	.
COc1cc(C(=O)O)ccc1OCc1ccncc1	-2.7%	-17.5
Cc1ccc(C(C(=O)NC2CCCC2)N(C(=O)Cc2cccs2)c2ccc(C)c(C)c2)o1 (centres undefined)	?	.
CC(=O)Nc1nnc(SCc2cc(=O)c(OC(=O)c3ccccc3)co2)s1	-20.2%	.
COC(=O)c1cnc(NNS(=O)(=O)c2ccc(Cl)cc2)nc1C(F)(F)F	11.9%	0.3
O=C(Cc1cccc2ccccc12)Nc1cccnc1	4.3%	-8.8
NS(=O)(=O)c1ccc(N2CCOCC2)c(C(=O)NCCCSc2ccccc2)c1	?	.
CCCCn1c(CN2CCN(C)CC2)nc2ccccc21	22.4%	-3.1
COc1ccc(/C=N/NC(=O)c2ccc(C)nc2)cc1O	2.9%	-14.4
COc1ccc(CC(=S)N2CCOCC2)cc1F	-18.6%	-24.1
CCCn1nnnc1NCc1ccccc1OCc1cccs1	?	.
CC1CCCN(C(=O)CSc2nc3ccccc3o2)C1 (centres undefined)	?	.
Cc1ccc(S(=O)(=O)NCC(=O)N2CCOCC2)cc1	9.8%[9.22 µM]	.
Nc1ccc(-c2nnc(-c3ccc(N)cc3)o2)cc1	?	.
CCCc1cc(=O)oc2cc(OC(=O)CN3C(=O)NC4(CCCC4)C3=O)ccc12	?	.
Cc1ccc(-c2cc[n+](Cc3ccccc3)cc2)cc1	5.8%	-5.1
CCn1cc(C(=O)NCCC2=CCCCC2)c(=O)c2cc(S(=O)(=O)N(C)C)ccc21	?	.
Cc1cccc(NC(=O)C(=O)NCC2CCCN2S(=O)(=O)c2cccs2)c1C (centres undefined)	20.6%	10.0
O=C(Nc1ccc(O)c2c(=O)cc(-c3cccc(Cl)c3)oc12)c1ccccc1Cl	4.5%	0.6
CN(CCOc1cccc2ccccc12)Cc1ccccc1	?	.
Cc1ccc[n+](CC(=O)c2ccccc2)c1	?	.
COc1cc(C(Nc2ccccn2)c2c(NC(=O)c3ccco3)sc(C)c2C)cc(OC)c1OC (centres undefined)	?	.
O=C(O)c1ccc(/C=N/Nc2ncc(C(F)(F)F)cc2Cl)cc1	-8.4%	0.5
CC(NC(=O)Nc1ccccc1)C(c1cccs1)N1CCOCC1 (centres undefined)	8.9%	1.4
CCOc1ccccc1N1CCN(C(=O)c2cccc(-c3ccc(O)cc3)c2)CC1	?	.

# Complete entries, looked up by structure.
# Listed for `O=C(Nc1ccc(O)c2c(=O)cc(-c3cccc(Cl)c3)oc12)c1ccccc1Cl` = Lipid storage S3 = 4.5%; Lipid storage S3 cell count max = 0.6
# Listed for `Cc1cccc(NC(=O)C(=O)NCC2CCCN2S(=O)(=O)c2cccs2)c1C` (centres undefined) = Lipid storage S3 = 20.6%; Lipid storage S3 cell count max = 10.0
# Listed for `CN(CCOc1cccc2ccccc12)Cc1ccccc1` = Lipid storage S3 = ?; Lipid storage S3 cell count max = .

# Carrying on.
SMILES	Lipid storage S3	Lipid storage S3 cell count max
Cc1ccc(C)c2c1cc(C)c1nnc(SCC(=O)N3CCCc4ccccc43)n12	4.8%	11.7
NC(=O)CSc1nccn1Cc1ccccc1	4.2%	-3.0
Cc1ccc(S(=O)(=O)N2[C@@H](c3ccccc3)C(C(=O)O)=CC[C@H]2c2ccc3c(c2)OCO3)cc1	?	.
Cc1ccc(C2(C(F)(F)F)NC(=O)N3N=C4CCCCCN4C3=C2C#N)cc1 (centres undefined)	?	.
C=CCNC(=S)N1CCN(c2cc3c(cc2F)c(=O)c(C(=O)O)cn3CC)CC1	?	.
O=C1CN(C(=O)CNCc2cccc(Cl)c2)c2ccccc2N1	5.2%	-2.4
O=C1CC[C@H](O)CCN1[C@H](CSc1ccc(Br)cc1)Cc1ccccc1	?	.
CC(C)Oc1ccc(Cn2c(=O)oc3ccccc32)cc1	-17.8%	28.6
COc1ccc2[nH]c(CN3CCN(CCC(C)C)C(CCO)C3)c(C)c2c1 (centres undefined)	4.9%	10.0
Cc1ccc(S(=O)(=O)N2CCOCC2)cc1C(=O)OC1CCCCC1=O (centres undefined)	?	.
CN(C)C(=O)C1C2NC(=S)N(c3ccc(Cl)cc3)C1(C)Oc1ccc(Cl)cc12 (centres undefined)	-11.4%	-2.0
C=CCSc1nnc2nc3[nH]c4c(C)cccc4c3nn12	-4.2%	-20.5
Cc1sc2ncn(CC(=O)NCCCN3CCC(C)CC3)c(=O)c2c1S(=O)(=O)N1CCC(C)CC1	?	.
O=C1NC(=Nc2ccc(Cl)cc2)/C(=C/c2ccco2)S1	?	.
COc1ccc(C)cc1NC(=O)C(OC(=O)c1cc(C)oc1C)c1ccccc1 (centres undefined)	-7.2%	-9.6
Cn1c(CN2CCOCC2)nnc1SCC(=O)Nc1nccs1	?	.

# Of the compounds above, 4 contain a nitro group on carbon.
SMILES	Lipid storage S3	Lipid storage S3 cell count max
Cc1cccc(Nc2c([N+](=O)[O-])c(=O)oc3ccccc23)c1	4.0%	2.4
COc1ccc(NC(=O)c2cc([N+](=O)[O-])ccc2N2CCCC2)cc1	5.1%	10.7
O=C(N/N=C/c1ccc([N+](=O)[O-])s1)c1cccc(Br)c1	2.0%	-22.4
O=[N+]([O-])c1ccc(Cl)cc1N1CCCC1	-4.1%	0.8

# Only part of the results is shown; count on the stated rates, not on these rows.
